Source: PubChem BioAssay (National Center for Advancing Translational Sciences (NCATS))
HEK293 viab – GF-AFC viability counterscreen for inhibitors of alpha-synuclein gene (SNCA) expression; HEK-293-SNCA-luc viability, GF-AFC fluorescence, 24 h; Potency, µM (top dose mostly 57.1 µM), for the others: top-dose activity change, negative = cytotoxicity, actives largely listed as cytotoxic; actives 0.12% (n = 150,000);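 note: potency is the fitted concentration of half-maximal effect; 0% = DMSO-treated cells and -100% = medium-only wells without cells; nearly all actives have a fitted effect of over 30% in size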
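Cytotoxicity counterscreen: after 24 h compound treatment of genome-edited SNCA-luciferase HEK-293 cells, live-cell protease substrate GF-AFC read by fluorescence after 30 min; activity scaled between DMSO (0%) and medium-only (-100%), curves Hill-fitted.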
GPT2 inh – Primary qHTS assay for inhibitors of Glutamate pyruvate transaminase 2 (GPT2) | Recombinant GPT2, coupled pyruvate oxidase/HRP Amplex Red fluorescence | actives 0.25% (n = 100,000) | Alanine aminotransferase 2 (Homo sapiens), Q8TD30 | Potency, µM (series often up to 57.7 µM), for the others: at the highest dose activity change, negative = inhibition, most hits filed as inhibitors | AID 1671188, 2021; note: potency is the fitted concentration of half-maximal effect; nearly all actives have a fitted effect of over 60% in size; many of its hits are not listed in these tables
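Inhibition is scored from Amplex Red fluorescence generated when pyruvate oxidase and HRP act on pyruvate released by GPT2. Reactions contain 10ng/uL enzyme, 250uM a-KG and 2mM L-alanine and run 30 min at room temperature.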
SNCA expr inh – Primary qHTS assay for inhibitors of alpha-synuclein gene (SNCA) expression; HEK-293 SNCA-luciferase knock-in, luminescence, 24 h; Potency, µM (highest dose often 57.2 µM), without a hit: at the top dose activity change, negative = inhibition, hits mostly inhibitors; actives 0.17% (n = 140,000); AID 1671194, 2021;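 note: potency is the fitted concentration of half-maximal effect; plate controls were DMSO cells for no effect and cell-free wells for full effect; nearly all actives have a fitted effect of over 45% in size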
HEK cytotox – Cytotoxic Profiling in HEK 293 Cell Line of Diverse Libraries Using Quantitative High-Throughput Screening; HEK 293 viability, ATP luminescence (CellTiter-Glo), 48-72 h; Potency, µM (series often up to 115 µM), for the others: top-dose activity change, negative = cytotoxicity, actives largely listed as inhibitors; actives 6.6% (n = 94,000); AID 1345083, 2018; note: potency is the fitted concentration of half-maximal effect; nearly all actives have a fitted effect of over 60% in size
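qHTS cytotoxicity; HEK 293, 250 cells/well; compound pinned; 48 or 72 hr, 37 degree Celsius, 5% CO2, 95% humidity; CellTiter-Glo, 10 min RT; luminescence (ATP).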
IP6K1 inh – Primary qHTS assay for small molecule inhibitors of Inositol hexaphosphate kinase 1 (IP6K1); Inositol hexakisphosphate kinase 1 (Homo sapiens), Q92551; IP6K1 kinase, ADP-Glo luminescence, 2 h; stronger effect = lower value; activity change, % (series mostly up to about 58 µM); actives 0.81% (n = 140,000); in the data active = activity change below about -25%
Target sequence (Q92551 whole entry, looked up): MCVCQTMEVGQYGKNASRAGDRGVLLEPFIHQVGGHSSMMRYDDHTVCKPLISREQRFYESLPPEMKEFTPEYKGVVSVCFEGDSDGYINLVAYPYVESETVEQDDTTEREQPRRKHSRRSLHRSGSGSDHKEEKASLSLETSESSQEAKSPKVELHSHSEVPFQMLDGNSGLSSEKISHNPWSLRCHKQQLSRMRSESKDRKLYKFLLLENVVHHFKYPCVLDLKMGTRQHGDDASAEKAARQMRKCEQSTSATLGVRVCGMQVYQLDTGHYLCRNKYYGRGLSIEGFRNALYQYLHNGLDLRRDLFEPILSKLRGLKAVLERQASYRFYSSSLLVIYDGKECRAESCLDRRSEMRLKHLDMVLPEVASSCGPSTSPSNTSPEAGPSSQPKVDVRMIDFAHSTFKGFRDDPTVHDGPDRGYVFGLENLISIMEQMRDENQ
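ADP-Glo luminescence measures ADP made by human IP6K1 during a 2 h RT reaction with ATP/IP6 (mix at 1.3 mM/130 uM); top library doses 57.5 and 19.1 uM final.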
3T3 cytotox – Cytotoxic Profiling in NIH 3T3 Cell Line of Diverse Libraries Using Quantitative High-Throughput Screening; Potency, µM (doses to about 96.7 µM), inactives show at the top dose activity change, negative = cytotoxicity, hits mostly inhibitors; NIH 3T3 viability, CellTiter-Glo ATP luminescence, 48-72 h; actives 4.3% (n = 94,000); note: potency is the fitted concentration of half-maximal effect; nearly all actives have a fitted effect of over 55% in size
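First NIH 3T3 cells are plated at 400 cells/well; next compound is pinned in; then plates incubate 48 or 72 hr at 37 °C; finally CellTiter-Glo is added and luminescence read after 10 min.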
Luciferase inh – Firefly luciferase inhibition profiling of diverse chemical library using quantitative high-throughput screening. Potency, µM (series often up to 115 µM), for inactives: at the highest dose activity change, negative = inhibition, hits mostly inhibitors. purified P. pyralis luciferase, luminescence, biochemical. Luciferin 4-monooxygenase (Photinus pyralis), P08659. actives 2.5% (n = 76,000). AID 1347043, 2019; note: potency is the fitted concentration of half-maximal effect; nearly all actives have a fitted effect of over 65% in size
Target sequence (P08659 whole entry, looked up): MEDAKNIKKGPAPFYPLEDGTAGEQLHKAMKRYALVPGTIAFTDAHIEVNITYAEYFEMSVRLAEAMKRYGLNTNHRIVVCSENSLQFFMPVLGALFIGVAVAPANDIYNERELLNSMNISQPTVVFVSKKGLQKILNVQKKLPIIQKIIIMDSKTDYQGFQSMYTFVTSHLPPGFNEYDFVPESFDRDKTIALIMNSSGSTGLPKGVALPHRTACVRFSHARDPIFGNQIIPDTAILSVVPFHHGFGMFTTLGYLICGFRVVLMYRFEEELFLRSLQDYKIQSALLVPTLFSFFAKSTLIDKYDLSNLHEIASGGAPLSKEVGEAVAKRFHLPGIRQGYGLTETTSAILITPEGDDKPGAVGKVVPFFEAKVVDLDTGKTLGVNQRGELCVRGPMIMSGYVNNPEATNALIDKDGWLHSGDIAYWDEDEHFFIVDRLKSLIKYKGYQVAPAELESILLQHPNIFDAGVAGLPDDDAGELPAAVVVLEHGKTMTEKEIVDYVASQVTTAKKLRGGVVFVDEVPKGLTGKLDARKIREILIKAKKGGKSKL
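Biochemical qHTS: compound (6-point titration) added to 10uM D-luciferin plus 10uM ATP in Tris acetate pH 7.5 buffer with Mg, Tween-20 and BSA, then purified enzyme at 10nM; light output imaged.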
* marks the source's active call; other numbers are inactive results; i = inactive; ? = inconclusive; nt = no result given; [ ] = another dose, or the depositor's remark. Unless noted, calls come from the whole dose curve; as a rule, active = well fitted curve in the direction sought with a large enough effect; inconclusive = small, poorly fitted or top-dose-only effect, or another doubt; inactive = no such curve, though single readings can be large; an effect the other way counts as inactive or inconclusive. Unless noted, % is set by controls: 0 for no effect and ±100 for the full control effect. A portion of the library (hit frequency here may not be typical).

Under each structure: Luciferase inh	SNCA expr inh	GPT2 inh	3T3 cytotox	HEK293 viab	IP6K1 inh	HEK cytotox
COC(=O)[C@@H]1C[C@H](NC(=O)c2c(Cl)cccc2Cl)CN1C
→ -3%	0%	1%	1%	5%	-3	-6%
CCOc1ccc(C(=O)NCCn2cc(SCC(=O)NCCc3ccc(OC)c(OC)c3)c3ccccc32)cc1
→ nt	9%	nt	nt	-30%	14	nt
O=C(NC1CCN(c2nc3ncccc3o2)CC1)c1ccccc1F
→ 8%	5%	i	-21%	-22%	-20	-3%
Cc1ccccc1-c1ccnc2[nH]n(-c3ccccc3)c(=O)c12
→ nt	-2%	nt	nt	0%	-7	nt
Cc1cnc(C2CCN(S(=O)(=O)c3ccc4c(c3)CCC4)C2)n1C(C)C (configuration not stated)
→ -2%	27%	4%	-14%	8%	5	?
CCNC(=O)c1cccnc1OC1CCN(C(=O)C2CCC2)C1 (configuration not stated)
→ 11%	12%	i	-12%	8%	5	4%
Cc1ncsc1C1N(C2CCN(C(=O)C3CC3)CC2)C(=O)C12CCCC2 (configuration not stated)
→ -1%	?	i	?	-6%[12.5 µM]	-1	i
O=C(NCc1ccc(F)c(F)c1)C1CCN(c2ccnc3ccnn23)CC1
→ nt	-16%	i	?	-7%	-10	?
O=C(Nc1ccc2oc(-c3ccc(Cl)cc3)nc2c1)c1ccc2ccccc2c1
→ nt	25%	nt	nt	5%	15	nt
O=C(c1nc2sccn2c1Br)N1CCOCC1
→ -8%[172 µM]	?	i	-7%[138 µM]	5%[87.6 µM]	-7	i
CNC(=O)C1CCCN(Cc2nc(-c3cccc(Oc4ccccc4)c3)oc2C)C1 (configuration not stated)
→ -1%	-12%	-3%	?	0%	1	?
Cc1ccc(C(=O)NCc2nnc3cc(-c4nc(C5CC5)no4)ccn23)cc1F
→ -5%	?	i	-12%	?	-3	-17%
O=C(C1CCCC1)N1CC2(CCCN(Cc3cccnc3)C2)Cc2ccccc21 (configuration not stated)
→ nt	?	i	?	-18%	-4	?
CCOC(=O)Cc1ccc(NC(=O)N2CCC(CN3CCCCCC3)CC2)cc1
→ nt	?	nt	nt	0%	17	nt
COc1ccc(OCC2(C)COc3ccc(C(=O)Nc4cccnc4)cc3N2)cc1 (configuration not stated)
→ -4%[172 µM]	?	-9%[88.5 µM]	45µM*	-19%[87.6 µM]	-5	?
CN1CCC2(Cc3ccccc3CN(C(=O)CCN)C2)C1 (configuration not stated)
→ nt	-4%[87.6 µM]	-7%[88.5 µM]	4%[138 µM]	2%[87.6 µM]	-12	?
CC(C)Nc1ncnc2c1CN(C1CCCNC1)C(=O)CN2C (configuration not stated)
→ nt	3%	?	-27%	5%	-2	-23%
Cc1ccc([S+](=O)([O-])N2CCC(N3CCCCCC3=O)CC2)cc1
→ 1%	3%	1%	-24%	3%	15	-22%
Cc1cnc(C2CCN(S(=O)(=O)c3cn(C)cn3)C2)n1C(C)C (configuration not stated)
→ 5%	-14%	3%	i	9%	1	i
N#Cc1ccc(CN2CCC3(COc4ccccc4C(=O)N3)C2)cc1 (configuration not stated)
→ -1%[172 µM]	-12%[87.6 µM]	-4%[88.5 µM]	32µM*	11%[87.6 µM]	17	63µM*
N#Cc1cccnc1N1CCN(c2nccc(CCC(F)(F)F)n2)CC1
→ -15%	-21%	?	-21%	-1%	8	?
C=CCN(Cc1nc(-c2ccccc2)no1)Cc1nccn1C
→ -16%	70%[activator]	-5%[11.5 µM]	-18%	-6%	-38*	?
CCOC(=O)c1ccc(NC(=O)CC2C(=O)N(c3cccc(OC)c3)C(=O)N2C2CCCCC2)cc1 (configuration not stated)
→ nt	?	nt	nt	-22%	-4	nt
Cn1nc(C(=O)N2CCCCCCNC(=O)CC2)c2ccccc21
→ -13%	-10%	-14%	-22%	?	-2	-16%
CCOC(=O)C(CC)Sc1c(CC)cnc2c1c(=O)n(C)c(=O)n2C (configuration not stated)
→ nt	22%	nt	nt	3%	-8	nt
COc1cc(NC(=O)Nc2nnc(N3CCCCC3)s2)cc(OC)c1
→ nt	7%	nt	nt	-8%	-6	nt
O=C(Nc1ccc(OC(F)(F)F)cc1)c1cc2c(=O)n3ccccc3nc2s1
→ nt	2%	nt	nt	6%	13	nt
CO[C@H]1/C=C/[C@@](C)(O)/C=C/C(=O)O[C@H](C)[C@@H](C)CC/C=C/1C
→ nt	nt	-4%[27.3 µM]	nt	-13%	7	nt
CNC(=O)[C@H]1C[C@H](Oc2ccccc2)CN1C(=O)c1ccc(F)cc1
→ 9%	3%	i	-12%	-1%	30	0%
CCOc1ccc(NC(=O)Cn2ccn3nc4c(c3c2=O)CC(C)CC4)cc1 (configuration not stated)
→ 8%	?	-6%	32µM*	?	35	40µM*
COc1ccc(C(=O)NC(C(=O)NCC(C)C)C2CCN(C(=O)c3cccc(F)c3)CC2)cc1 (configuration not stated)
→ -8%	-13%	i	-19%	-8%	5	-28%
CC[C@H]1CN(C(=O)c2ccnc(Cl)c2)CC[C@H]1CC(=O)NCc1ccc2c(c1)OCO2
→ 2%	-25%	-2%	?	-4%	1	?
COc1ccc(CNC(=O)CN2C(=O)CCn3nc(-c4ccccc4)cc32)c(OC)c1
→ nt	5%	nt	nt	-2%	5	nt
COc1ccccc1-c1ccc(CN2CCC(NC(=O)c3cccc(Cl)c3)C2)cc1 (configuration not stated)
→ nt	nt	nt	22µM*	nt	4	20µM*
CN(C)C[C@@H]1CN(C2CCOCC2)C[C@H]1NC(=O)c1ccc2ccccc2n1
→ -2%	1%	i	-20%	-1%	4	?
CCc1ccc(C(=O)Nc2ccc3nn(-c4ccc(C)c(Cl)c4)nc3c2)cc1
→ nt	57%[activator]	nt	nt	?	-11	nt
Cc1noc(C2CC3(CCN(C(=O)c4ccccn4)CC3)CN2C)n1 (configuration not stated)
→ 4%	-10%	2%	0%	-28%	-5	i
CC(=O)NCc1nnc2n1C(C(=O)NCc1ccc(Cl)cc1)CC2 (configuration not stated)
→ nt	-14%[87.6 µM]	i	-13%[138 µM]	-10%[12.5 µM]	20	-10%[172 µM]
O=C(CN1C(=O)COc2ccc(S(=O)(=O)Nc3ccccc3)cc21)NCc1ccccc1Cl
→ nt	-2%	nt	nt	?	6	nt
O=C(O)c1cccc(CN2CCN(c3ccc4nccn4n3)CC2)n1
→ -1%	7%	2%	-11%	-3%	0	-5%
Cc1ccc(C(=O)N(CCCN)C(c2nc3cc(Cl)ccc3c(=O)n2Cc2ccccc2)C(C)C)cc1 (configuration not stated)
→ nt	nt	i	nt	30µM*	0	nt
CN1CCC(C(=O)N2CCCC3(Cc4ccccc4CN3C(=O)c3ccccc3)C2)CC1 (configuration not stated)
→ nt	?	0%	-21%	5%	-1	-21%
CCCCn1c(=O)c2oc3ccccc3c2n(Cc2ccc(C)cc2)c1=O
→ nt	47%[activator]	nt	nt	-8%	2	nt
CS(=O)(=O)N1CCC(C2CCN(C3CCOCC3)C2)CC1 (configuration not stated)
→ -3%	6%	i	4%	-7%[12.5 µM]	6	i
CC1COC2(OC3CC4C5CC(O[C@@H]6O[C@H](C)[C@@H](O[C@@H]7O[C@@H](C)[C@H](O)[C@@H](O)[C@H]7O)[C@H](O)[C@H]6O)C6CC(O)CCC6(C)C5CCC4(C)C3C2C)C(O)C1 (some centres not stated)
→ nt	nt	i	nt	1%[23.9 µM]	7	nt
Cc1cc(C(=O)NCC(=O)N2CCCCCNC(=O)CC2c2ccccc2)n(C)n1 (configuration not stated)
→ 2%	-5%	i	-8%	10%	-4	-5%
Cc1ccc(OC(=O)CSc2nnc(-c3ccc4c(c3)OCO4)o2)cc1
→ nt	?	nt	nt	16%	5	nt
CC(=O)Nc1cccc(-c2cn(C)c(=O)n3cc(COc4ccnn4C)nc23)c1
→ -2%[172 µM]	6%[87.6 µM]	-24%[88.5 µM]	?	11%[87.6 µM]	-10	?
O=C(NC1CCCN(c2cc(-c3ccc(F)cc3)[nH]n2)C1)C1CCCC1 (configuration not stated)
→ -13%	15%	i	-26%	-4%	0	-14%
Cc1ccc(CSc2cn(CC(=O)N3CCCCC3)c3ccccc23)cc1
→ nt	125%[activator]	nt	nt	-27%	0	nt
COCCN1C(=O)c2cccn2CC1CNC(=O)NCc1ccccc1 (configuration not stated)
→ 0%	14%	i	-8%	-4%	-2	?
Cc1ccsc1C(=O)N1CCC(CCC(=O)N2CCC(Cc3ccccc3)CC2)CC1
→ -5%	-16%	-5%	?	-1%	6	45µM*
COCCO[C@H]1C(=O)N(C2CCN(C(=O)c3ccccn3)CC2)[C@H]1c1ccncc1
→ -1%	18%	i	-12%	-18%	3	-6%
NCCCC[C@H](NC(=O)[C@@H]1Cc2ccccc2CN1C(=O)CCC(=O)c1ccccc1)C(=O)NCC(c1ccccc1)c1ccccc1
→ nt	nt	-5%	nt	-13%	13	nt
Cc1nc2c(s1)C[C@@H]1[C@](C)(CO)[C@H](O)CC[C@@]1(C)[C@@H]2CC(=O)NCc1cccnc1
→ -7%[172 µM]	7%[87.6 µM]	2%[88.5 µM]	i	-6%[87.6 µM]	-6	4%[172 µM]
CN1CCN(C(=O)c2cc(-c3ccccc3C(F)(F)F)nc3c2cnn3C)CC1
→ nt	nt	nt	-16%	nt	14	3%
O=C(NCc1ccccc1F)C1CCN(C(=O)c2ncn3c2COC(c2ccc(F)cc2)C3)CC1 (configuration not stated)
→ ?	4%	4%	4%	2%	7	4%

3 structures from above, sorted by length of the SMILES, rising:
Under each structure: Luciferase inh	SNCA expr inh	GPT2 inh	3T3 cytotox	HEK293 viab	IP6K1 inh	HEK cytotox
O=C(O)c1cccc(CN2CCN(c3ccc4nccn4n3)CC2)n1
→ -1%	7%	2%	-11%	-3%	0	-5%
CCCCn1c(=O)c2oc3ccccc3c2n(Cc2ccc(C)cc2)c1=O
→ nt	47%[activator]	nt	nt	-8%	2	nt
CN(C)C[C@@H]1CN(C2CCOCC2)C[C@H]1NC(=O)c1ccc2ccccc2n1
→ -2%	1%	i	-20%	-1%	4	?
